Bioassay records from PubChem BioAssay.
Pf growth 48h – P. falciparum growth inhibition at 48 hours (one generation); P. falciparum luciferase growth in erythrocytes, 48 h; Potency, µM (doses to about 28.7 µM), inactives show at the highest dose activity change, negative = inhibition, actives largely listed as inhibitors; 5.9% of 310,000 active; AID 504832; also: potency is read from the fitted curve at half-maximal effect; % is scaled to controls: 0 for no effect and ±100 for the full control effect
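Erythrocytes infected with P. falciparum carrying an integrated firefly luciferase reporter (2% hematocrit, 0.1% parasitemia final) were exposed to compounds in RPMI 1640 with 0.5% Albumax at 37 C, 5% CO2. Growth inhibition was scored as reduced luminescence.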
Shiga inhibitor – blocks Shiga toxin action in Vero cells | inhibition, % at 38.7 µM | AID 2315 | Vero cells, Shiga toxin protein synthesis inhibition reporter | 9.2% of 290,000 active; in the data active = inhibition mostly above about 28%, no sharp cut-off; inactive = mostly below about 43%; also: 0% is about no effect
AMA1-RON2 inh – AMA1-RON2 (P. falciparum) interaction inhibition; Potency, µM (titrated, usually from 58.2 µM), without a hit: top-dose activity change, negative = inhibition, actives largely listed as inhibitors; AlphaScreen AMA1-biotinylated RON2 peptide binding; 0.2% of 360,000 active;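 also: potency is read from the fitted curve at half-maximal effect; 0% = vehicle wells and -100% = peptide control; nearly all actives have a fitted effect of over 45% in size; some results filed as inactive show a strong effect at the top dose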
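AMA1 (3D7) with his tag at 25 nM final met compounds first, then biotinylated RON2 peptide at 25 nM; detection used donor plus acceptor beads, 10 µg/mL apiece, read by AlphaScreen after 30 min at room temperature.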
CHX counter – counter-screen hit for Shiga toxin inhibitors, cycloheximide; cell reporter, cycloheximide protein synthesis inhibition counterscreen; max response, %; 12% of 300,000 active; in the data active = max response mostly above about 13%, no sharp cut-off; inactive = mostly below about 14%; also: read at 38.3 µM for the half of the compounds with a filed dose; 0% is about no effect
LmPK inhibitor – LmPK (Leishmania mexicana) enzyme inhibition; Q27686; purified LmPK, Kinase-Glo ATP luminescence, 1 h; Potency, µM (titrated, usually from 57.5 µM), without a hit: top-dose activity change, negative = inhibition, usual class: inhibitors; 0.37% of 290,000 active; AID 1721; also: potency is read from the fitted curve at half-maximal effect; % is scaled to controls: 0 for no effect and ±100 for the full control effect
Target sequence (Q27686 whole entry, looked up): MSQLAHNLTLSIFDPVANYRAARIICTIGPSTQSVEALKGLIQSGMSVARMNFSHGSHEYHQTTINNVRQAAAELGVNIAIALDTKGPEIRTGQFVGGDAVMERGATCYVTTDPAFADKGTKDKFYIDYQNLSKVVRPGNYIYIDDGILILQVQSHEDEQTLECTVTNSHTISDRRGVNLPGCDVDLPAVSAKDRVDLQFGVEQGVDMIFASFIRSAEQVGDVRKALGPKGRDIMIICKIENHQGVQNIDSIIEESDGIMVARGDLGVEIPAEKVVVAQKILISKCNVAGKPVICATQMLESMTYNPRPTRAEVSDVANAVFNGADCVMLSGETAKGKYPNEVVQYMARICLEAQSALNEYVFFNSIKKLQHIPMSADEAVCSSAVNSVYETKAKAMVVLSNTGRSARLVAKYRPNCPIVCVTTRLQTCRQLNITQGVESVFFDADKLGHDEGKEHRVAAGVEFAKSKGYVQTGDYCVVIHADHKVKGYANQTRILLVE
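Purified LmPK (0.1 nM) with 0.5 mM PEP and 0.1 mM ADP in imidazole buffer pH 7.2 with MgCl2/KCl, 1 h at room temperature. ATP formed was read by luciferase luminescence and normalized to no-enzyme and uninhibited controls.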
TbPYK inhibitor – T. brucei pyruvate kinase inhibition | Potency, µM (top dose mostly 76.8 µM), for the others: top-dose activity, negative = inhibition, actives largely listed as inhibitors | 0.12% of 410,000 active | AID 624173 | Q57TT1 | TbPYK enzyme, Kinase-Glo Plus ATP luminescence, 45 min; also: potency is read from the fitted curve at half-maximal effect; % is scaled to controls: 0 for no effect and ±100 for the full control effect; nearly all actives have a fitted effect of over 50% in size
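Readout: single end-point luminescence (Kinase-Glo Plus, 10 min). Reaction conditions were TbPYK/substrate plus 130 uM ADP, 45 min at RT, pH 7.2 TEA buffer. No-enzyme wells served as controls, and data were normalized before concentration-response fitting.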
Pf growth 96h – P. falciparum growth inhibition at 96 hour, primary screen for plastid delayed-death inhibitors. P. falciparum luciferase reporter growth, 96 h. AID 504834. 6.9% of 320,000 active. Potency, µM (doses to about 28.7 µM), for the others: at the highest dose activity change, negative = inhibition, most hits filed as inhibitors; also: potency is read from the fitted curve at half-maximal effect; % is scaled to controls: 0 for no effect and ±100 for the full control effect
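Two parasite generations (96 h, 37 C, 5% CO2) of compound exposure in infected erythrocytes (0.05% parasitemia, 2% hematocrit). Luciferase-reporter P. falciparum; decreased luminescence indicates inhibited growth, aimed at apicoplast-acting delayed death.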
* marks the source's active call; other numbers are inactive results; ? = inconclusive; . = not tested or not shown; [ ] = dose if it differs, or a comment. Unless noted, calls follow the shape of the dose curve; as a rule, active = well fitted curve in the direction sought with a large enough effect; inconclusive = small, poorly fitted or top-dose-only effect, or another doubt; inactive = no such curve, though single readings can be large; an effect the other way counts as inactive or inconclusive.

Screens in order – Pf growth 96h, Shiga inhibitor, LmPK inhibitor, Pf growth 48h, CHX counter, AMA1-RON2 inh, TbPYK inhibitor
COc1ccc(CC2(CCc3ccncc3)C(=O)NC(=O)NC2=O)cc1
    -7%, -22, 7%, 14%, 1, 1%, -2%
OCCC1CN(Cc2ccccc2-c2ccco2)CCN1C1CCCC1 (centres undefined)
    ?, -7, 0%, 9.3µM*, 1, -5%, -4%
O=C(Cc1ccccc1)N/N=C/c1ccc(OCC(=O)Nc2ccccc2)cc1
    ?, 30, 4%, ?, 9, -5%, -1%
O=C(Cn1cc([N+](=O)[O-])cn1)N1CCN(Cc2ccc3c(c2)OCO3)CC1
    -7%, -11, 7%, 35%[activator], -2, 12%, 2%
Cn1c(Cn2cnc([N+](=O)[O-])n2)nnc1SCC(=O)Nc1cccc(Cl)c1
    ?, -9, 0%, ?, -1, 3%, 0%
CC(=O)Nc1cc(C(F)(F)F)ccc1Oc1cccc(Br)c1
    ?, 15, 5%, ?, 1, 14%, -5%
CC(C)(C)n1nnnc1CN(Cc1ccc(F)cc1)Cc1ccco1
    ?, -4, -4%, ?, 8, 1%, 2%
CC(=O)NC(c1ccc(Cl)cc1Cl)c1ccc2cccnc2c1O (centres undefined)
    31%[activator], -2, 3%, 4.1µM*, -1, -48%, -14%
Cc1n[nH]c(=S)n1/N=C/c1ccccc1
    -18%, 22, 2%, 3%, -4, 43%[activator], -32%
O=C(c1ccccc1)N1CCc2[nH]nc(-c3ccccc3)c2C1
    ?, -8, 7%, -23%, -1, -4%, -6%
CN(C)CCn1cnc2ccccc21
    1%, 14, -17%, -2%, 2, -14%, 5%
O=C(COC(=O)c1ccccc1SCC(=O)N1CCCC1)NC1CCCCC1
    ?, ., ., 0%, ., 10%, -3%
Cc1nc(NS(=O)(=O)c2cccs2)c2c3c(sc2n1)CCC3
    ?, 19, 8%, -28%, 10, 25%, -4%
CC(C)NC(=O)N(O)C1N(C(C)C)C(=O)N(Cc2ccc3c(c2)OCO3)C1(C)C (centres undefined)
    14%, 3, 1%, -7%, 3, 8%, 2%
CC1CCc2cc(F)ccc2N1C(=O)c1ccc2c(c1)OCO2 (centres undefined)
    ., -10, 3%, -16%, -2, -15%, -7%
COc1ccc(C(O)P(=O)(OC(C)C)OC(C)C)cc1 (centres undefined)
    33%[activator], 15, 1%, -5%, -2, 4%, 2%
CCN1CCN(CC(O)COC(c2ccccc2)c2ccccc2)CC1 (centres undefined)
    -25%, -6, 1%, -19%, -1, -3%, 2%
COc1ccc(Cl)cc1NC(=O)CN(C)C(=O)c1cc2c(s1)CCCC2
    5.2µM*, ., ., 9.3µM*, ., -13%, -5%
O=C(O)CSc1nnc(Nc2ccccc2)n1-c1ccccc1
    ?, 15, -6%, 26%, -1, 9%, -9%
COc1ccc(Cl)cc1NC(=O)C/C(C)=N/NC(=O)COc1ccc(C)cc1
    10%, 1, 6%, 15%, -2, 50%[activator], 0%
CCC(CC)C(=O)Nc1cc(=O)n(C)c(=O)n1C
    22%, 3, 11%, ., -1, 8%, 0%
Cn1c(CO)cnc1S(=O)(=O)Cc1c(Cl)cccc1Cl
    8%, -4, 7%, 17%, 1, -6%, 5%
CCN(CC(=O)Nc1c(F)cccc1F)C(=O)CN1c2cccc3cccc(c23)S1(=O)=O
    -24%, ., ., 12%, ., -5%, -1%
COc1ccccc1NC(=S)N1CCN(c2ncccn2)CC1
    53%[activator], -5, -2%, 0%, -3, -16%, -4%
NC(=O)C1(N2CCCCC2)CCN(C(=O)c2ccc(C#CC3(O)CCCCC3)cc2)CC1
    ?, -3, 7%, ., -4, 5%, -3%
Cc1ccc(CSc2nnnn2C)cc1
    -11%, 40, 0%, 53%[activator], 2, 2%, -1%
COc1ccc(CCCc2nnc(SCc3nc4ccccc4c(=O)[nH]3)n2C)cc1
    ?, -10, 11%, ?, 2, 61%[activator], -11%
CCn1cc(C(=O)NCc2cccc(F)c2)c(=O)c2cc(F)c(N3CCN(C(=O)c4ccco4)CC3)cc21
    2.1µM*, 25, 5%, ., -2, -11%, -1%
Nc1nnc(SCc2ccccc2Cl)s1
    0%, 35, 1%, 25%, 24, -11%, -2%
CCCCOC(=O)C(C)c1c(C)[nH]c(=S)[nH]c1=O (centres undefined)
    -46%, -2, -6%, ?, -4, 10%, -13%
COc1ccc(OC)c(NC(=O)C2CC(C)=C(C)CC2C(=O)O)c1 (centres undefined)
    51%[activator], 4, -1%, ., 1, -3%, 1%
Cc1ccc(OCc2cc(C(=O)N(C)CCc3ccccn3)no2)cc1C
    -19%, 109*, 6%, ?, 83*, -9%, -10%
COc1ccc(NS(=O)(=O)c2ccc(C)c(C(=O)NNC(=O)c3ccccc3O)c2)cc1
    19%, ., ., 15%, ., 78%[activator], -3%
COC(=O)/C(C#N)=C/c1c(-c2ccccc2)nc2n1CCS2
    25%, -4, -1%, 85%[activator], -1, -3%, -2%
COc1ccc(CC2(C)OC(c3ccccc3)=NN2C(C)=O)cc1 (centres undefined)
    0%, 9, 2%, ?, 3, 7%, 1%
COc1ccccc1-n1cnnc1SCC(=O)Nc1cccc(S(N)(=O)=O)c1
    19%, 4, 1%, -8%, -7, -9%, -15%
COc1ccc(NC(=O)NCCN2CCc3ccccc3C2)cc1
    ?, 13, -1%, 1%, -2, -19%, -15%
CCC(C)(C)NC(=O)C(c1ccco1)N(C(=O)Cn1nnc2ccccc21)c1ccc2c(c1)OCO2 (centres undefined)
    7.4µM*, -8, 2%, ?, 5, -2%, 3%
O=C(NC1CCCCC1)C(c1ccco1)N(C(=O)c1csnn1)c1cccc(F)c1 (centres undefined)
    12%, -18, 1%, -15%, -4, -10%, -1%
COC(=O)C1=C(C)N(C)C(=O)NC1c1cc(Cl)cc(Cl)c1OC (centres undefined)
    53%[activator], -15, 3%, 6%, -5, 8%, 2%
CC(C)(C)C1=CC(O)(c2ccccc2)C=C(C(C)(C)C)C1=O
    ?, -5, 7%, 10µM*, -2, 7%, -8%
Cc1cccc(OCC(=O)NCCNC(=O)c2ccncc2)c1
    ?, -1, -7%, -1%, -6, 3%, 5%
CC1CCC2(CC1)NC(=O)N(NC(=O)c1ccc(OC(C)C)cc1)C2=O (centres undefined)
    28%, ., ., 13%, ., -1%, 5%
CC(NC(=O)c1cccs1)C(c1cccs1)N1CCN(Cc2ccccc2)CC1 (centres undefined)
    3%, 13, -3%, ?, -2, -4%, -3%
COc1cc(CNCCCCO)ccc1OCc1ccccc1F
    22%, 57*, 1%, 42%[activator], 18*, 3%, 3%
c1coc(-c2cc(C3CCNCC3)[nH]n2)c1
    -2%, -19, 6%, 14%, -1, -6%, -6%
COC(=O)C1=C(CN2CCc3ccccc32)NC(=O)NC1c1cc(C)ccc1C (centres undefined)
    ., 6, 7%, 10µM*, -1, -4%, -8%
Cc1ccc(NC(=O)CCSc2nnc3ccccn23)cc1
    -2%, 32, 0%, 0%, -2, -9%, -7%
CC(=O)Nc1nc2ccccc2[nH]1
    -11%, 5, -1%, -3%, -3, 3%, 6%
CC(C)c1nnc(SCC(=O)N2CCc3ccccc32)n1N
    -22%, 27, 1%, ?, 5, ?, -10%
N#CCC(=O)N/N=C/c1ccccc1Cl
    ?, 25, 2%, 182%[activator], 4, 2%, 3%
COc1ccc(N2CCN(C(=O)CCc3ccc(S(=O)(=O)NCC(C)C)cc3)CC2)cc1
    ?, -3, 4%, ?, -5, -8%, -11%
O=C(N/C(=C/c1cccc([N+](=O)[O-])c1)C(=O)N1CCCCCC1)c1cccs1
    74%[activator], -67, 4%, 0%, 14, 2%, -3%
CCCCOc1ccc(C(=O)Oc2cc(C)[nH]c(=O)c2[N+](=O)[O-])cc1
    -23%, 27, 8%, -12%, -1, 2%, -7%
COc1ccccc1Nc1ncnc2c1cnn2-c1cccc(C)c1
    6%[5.75 µM], 83*, 2%, 77%[activator], 51*, 32%[activator], 0%
CC(C)OCCCNC(=O)Nc1cccc2ccccc12
    -2%, 14, 1%, 0%, 8, 4%, 0%
COc1cc2c(cc1OC)CN(C(=S)Nc1ccccc1Cl)CC2
    ?, 14, 6%, 20%, 4, 14%, -10%
Cc1cc(C(=O)NP(=O)(N2CCOCC2)N2CCOCC2)c(C)n1-c1ccc(Br)cc1
    -18%, 10, 0%, -10%, 3, -1%, -10%
CCN(CC)c1ccc(/C=N/n2c(C)cc(C)cc2=O)cc1
    7%, 1, -5%, 7.4µM*, -3, 5%, 1%
Cc1ccc(S(=O)(=O)N2CCN(C(=O)COC(=O)c3ccc(Cl)nc3)CC2)c(C)c1
    3%, ., ., -15%, ., -7%, -1%

Part of the list above, showing only TbPYK inhibitor, LmPK inhibitor and Shiga inhibitor.
Compound	TbPYK inhibitor	LmPK inhibitor	Shiga inhibitor
CC(=O)Nc1nc2ccccc2[nH]1	6%	-1%	5
CC(C)c1nnc(SCC(=O)N2CCc3ccccc32)n1N	-10%	1%	27

(continued)
Screens in order – Pf growth 96h, Shiga inhibitor, LmPK inhibitor, Pf growth 48h, CHX counter, AMA1-RON2 inh, TbPYK inhibitor
O=C1C(Cl)=C(NCCCN2CCOCC2)C(=O)N1CCc1ccccc1
    ?, 29, 5%, 12%, 24*, 0%, 1%
CCc1ccccc1NC(=O)c1ccc(S(=O)(=O)N2CCCC2)cc1
    -12%, -7, -6%, 9%, -7, -4%, -1%
O=C(N/N=C/c1ccccn1)c1cc(Br)ccc1O
    9%, 48*, -2%, ?, 32*, 102%[activator], -6%
Cc1ccc(NC(=O)c2cc3c(s2)CCC3)cc1S(=O)(=O)N1CCOCC1
    ., -10, 6%, ?, 1, -5%, .
NC(=O)CSc1nc(-c2ccccc2)nc2ccccc12
    ?, 3, -2%, 7%, -5, 10%, 4%
CCOC(=O)C1CCN(S(=O)(=O)c2ccc3c(c2)CCN3C(C)=O)CC1
    ?, -5, -8%, -8%, 0, -6%, 4%
CC1=NN(C(=O)c2csc(C)c2C)C(O)(C(F)(F)F)C1 (centres undefined)
    32%[activator], 47*, 0%, 15%, 37*, 51%[activator], 1%
Cc1cccc(NC(=O)COc2cccc3c2CCN(C)C3=O)c1C
    ?, -19, 3%, ?, -2, 4%, 0%
Oc1ccc(C2CNCc3sccc32)cc1O (centres undefined)
    ?, ., ., 13µM*, ., -2%, -16%
c1cncc(CSc2nnc(-c3cccnc3)n2Cc2ccco2)c1
    32%[activator], -7, 0%, 17%, -7, ., .
c1ccc(-c2cnnc(SCc3cn4cccnc4n3)n2)cc1
    9.3µM*, 31, -2%, 10µM*, 1, 2%, -3%
CCc1ccc(Nc2ncc3c(n2)CC(C)CC3=O)cc1 (centres undefined)
    ?, 96*, 3%, 144%[activator], 47*, 1%, 4%
O=C1CN(C(=O)c2ccc(F)cc2)c2ccccc2N1
    ?, -4, -8%, 15%, -10, -3%, 2%
Cc1ccc(S(=O)(=O)Nc2ccc(N3CCOCC3)cc2)cc1
    36%[activator], -10, 0%, ., -3, -2%, 3%
COc1ccc(CN2CCN(Cc3c[nH]c4ccccc34)CC2CCO)cc1C (centres undefined)
    ?, -4, -3%, ?, -1, 6%, -6%
